Compound activity as filed in PubChem BioAssay.
SIAE primary = human SIAE inhibitors, primary screen, biochemical, fluorescence polarization, FP-Rh probe, 1536-well HTS | Sialate O-acetylesterase (Homo sapiens), Q9HAT2 | SIAE FP-Rh probe binding | inhibition, % at 9.66 µM | 0.69% of 370,000 active;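 active = inhibition above a cutoff: mean of compounds within the control limits plus 3 SD of those, cut at about 17% in these data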;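 note: 0% = plate median of compound wells and 100% = probe without SIAE protein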
mABHD4 FP = ABHD4 inhibitors, primary screen, biochemical, fluorescence polarization, mouse; inhibition, % at 8.92 µM; (Lyso)-N-acylphosphatidylethanolamine lipase (Mus musculus), Q8VD66; 0.54% of 370,000 active; purified mABHD4, FP-Rh probe fluorescence polarization;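 active = inhibition exceeding the mean over every tested compound plus 3 SD, cut at about 30% in these data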;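 note: 0% = plate median of compound wells and 100% = S159A mutant with DMSO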
Target sequence (Q8VD66 whole entry, looked up): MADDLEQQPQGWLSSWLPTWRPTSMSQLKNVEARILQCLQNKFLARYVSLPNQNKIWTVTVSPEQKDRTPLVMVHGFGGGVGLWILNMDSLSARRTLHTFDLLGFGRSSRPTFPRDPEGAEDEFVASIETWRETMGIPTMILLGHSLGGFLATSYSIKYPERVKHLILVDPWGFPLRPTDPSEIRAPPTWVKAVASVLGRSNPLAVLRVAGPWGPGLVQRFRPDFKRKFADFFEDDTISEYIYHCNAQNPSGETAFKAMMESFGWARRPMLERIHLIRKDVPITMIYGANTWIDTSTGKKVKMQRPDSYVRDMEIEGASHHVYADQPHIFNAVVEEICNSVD
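Material: mouse ABHD4 enzyme, wild type; Benchmarks: S159A mutant high control, sample median low control; Buffer or medium: HEPES pH 7.0, NaCl, Pluronic buffer; Signal: fluorescence polarization; Read-out: percent inhibition of probe binding, normalized to plate controls; Timing: pre-incubation 45 min, probe exposure 60 min, at 25 °C; Dosing: 8.92 µM, single dose.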
MBD2 inh = inhibitors of MBD2 binding to methylated DNA, primary screen, biochemical, TR-FRET, DNA-binding domain, human; inhibition, % at 4.4 µM; 0.31% of 370,000 active; AID 686964, 2013; MBD2 binding to methylated oligonucleotide; in the data active = inhibition above about 13%
rCAG RNA binder = binders of r(CAG) RNA repeats, primary screen, biochemical, fluorescence | r(CAG) RNA repeat, TO-PRO-1 dye displacement fluorescence | inhibition, % at 3 µM | 1.3% of 370,000 active | AID 651821, 2012;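 active = inhibition above the plate cutoff, the mean of all test compounds on that plate plus 3 SD, cut at about 35% in these data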;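 note: 0% = DMSO alone and 100% = 100 µM mitoxantrone as full dye displacement; higher means more dye released from RNA so lower well fluorescence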
GC-B act = human GC-B receptor activators, primary screen, HEK293 GC-B cells, cGMP TR-FRET, EC30 CNP; Atrial natriuretic peptide receptor 2 (Homo sapiens), P20594; 0.11% of 370,000 active; 0% at EC30 CNP, 100% saturating CNP; AID 1920062, 2024; activation, % at 10 µM;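 active = activation at 10 µM reaching about 35% in either raw or pattern-adjusted values, limit read from the data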
UHRF1 binding = UHRF1 methylated DNA binding inhibitors, primary screen, counter-screen for MBD2 inhibitor project, biochemical, TR-FRET, human UHRF1, single concentration; E3 ubiquitin-protein ligase UHRF1 (Homo sapiens), Q96T88; UHRF1 binding to methylated oligo; inhibition, % at 4.4 µM; 0.75% of 370,000 active; AID 687016, 2013; in the data active = inhibition above about 21%;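 note: UHRF1 SRA domain binding a hemimethylated CpG hairpin DNA probe; 0% = median of test compound wells and 100% = reference inhibitor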
Target sequence (Q96T88 whole entry, looked up, the tested form may be a part): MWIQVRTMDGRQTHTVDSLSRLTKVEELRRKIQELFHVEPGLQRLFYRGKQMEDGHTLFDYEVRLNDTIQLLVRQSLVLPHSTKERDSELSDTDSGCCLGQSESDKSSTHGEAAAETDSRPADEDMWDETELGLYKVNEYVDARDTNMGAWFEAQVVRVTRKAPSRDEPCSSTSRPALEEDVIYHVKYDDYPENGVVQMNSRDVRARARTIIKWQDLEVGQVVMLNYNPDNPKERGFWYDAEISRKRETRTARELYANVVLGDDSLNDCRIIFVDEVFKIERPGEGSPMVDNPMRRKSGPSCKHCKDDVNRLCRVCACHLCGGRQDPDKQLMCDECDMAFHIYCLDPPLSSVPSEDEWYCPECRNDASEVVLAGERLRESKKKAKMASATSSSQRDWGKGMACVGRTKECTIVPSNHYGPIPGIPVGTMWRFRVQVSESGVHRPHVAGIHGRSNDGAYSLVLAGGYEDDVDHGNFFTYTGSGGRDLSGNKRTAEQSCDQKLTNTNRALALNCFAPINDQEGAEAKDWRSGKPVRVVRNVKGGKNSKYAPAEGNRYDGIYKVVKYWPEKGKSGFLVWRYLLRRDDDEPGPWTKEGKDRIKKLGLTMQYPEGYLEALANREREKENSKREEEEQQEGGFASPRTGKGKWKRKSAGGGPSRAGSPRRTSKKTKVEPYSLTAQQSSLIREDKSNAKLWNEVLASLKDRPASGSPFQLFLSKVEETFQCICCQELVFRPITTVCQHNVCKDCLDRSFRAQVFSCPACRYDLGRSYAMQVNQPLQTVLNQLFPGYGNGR
HTRA1 inh = HTRA1 serine protease inhibitors, primary screen, biochemical, fluorescence polarization, HTS | AID 504803, 2011 | inhibition, % at 5.96 µM | 0.5% of 340,000 active | recombinant HTRA1, FP-rhodamine activity-based probe | Q92743; in the data active = inhibition above about 36%;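 note: 0% = enzyme with DMSO and 100% = wells lacking enzyme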
TCR CD3 inh = inhibitors of human TCR-CD3 interaction, primary screen, biochemical, fluorescence, TAMRA-labeled TCR probe | AID 651800, 2012 | inhibition, % at 9.4 µM | 0.37% of 360,000 active; in the data active = inhibition above about 19%;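 note: recombinant mutant TCR 2C K166C tagged with TAMRA read by polarization; 0% = receptor in buffer alone and 100% = receptor with positive control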
PRMT1 FP inh = PRMT1 methyltransferase inhibitors, primary screen, biochemical, fluorescence polarization; Protein arginine N-methyltransferase 1 (Homo sapiens), Q99873; recombinant PRMT1, activity-based probe fluorescence polarization; inhibition, % at 2.79 µM; 1.3% of 370,000 active; AID 652257, 2013;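 active = inhibition above about 21% made by adding two undisclosed values, limit read from the data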
GC-A act = GC-A stimulated cGMP production enhancers – HEK293 GC-A cells, cGMP TR-FRET, EC30 ANP, primary screen; 0% at EC30 ANP, 100% saturating ANP; activation, % at 10 µM; 0.14% of 370,000 active; in the data active = activation above about 40%
Numbers without * were called inactive; · = no result given.

Below each SMILES: SIAE primary | mABHD4 FP | MBD2 inh | rCAG RNA binder | GC-B act | UHRF1 binding | HTRA1 inh | TCR CD3 inh | PRMT1 FP inh | GC-A act
CC(=O)c1c(C)[nH]c(C(=O)NCC2CCCCC2)c1C
 : 1 | 10 | 6 | -3 | -1 | 1 | -11 | 5 | 1 | 1
O=C(CCS(=O)(=O)c1ccc(Br)s1)Nc1ccccc1Br
 : 9 | 0 | -2 | -2 | -1 | -3 | -7 | 5 | -4 | -5
C(#Cc1ccccc1)C[N+]1(CC#Cc2ccccc2)CCCC1
 : -2 | -6 | -2 | 4 | 4 | 1 | 3 | 6 | -2 | -1
Cc1cc(C(=O)Cn2nc(C(=O)O)c3ccccc3c2=O)c(C)n1-c1ccccc1
 : -20 | 5 | -2 | 7 | 10 | 1 | -29 | 3 | 3 | 4
O=C(O)c1ccc(NC(=O)C2C3CCC(O3)C2C(=O)O)cc1 (stereo unspecified)
 : -1 | -8 | 2 | -4 | 8 | 1 | 7 | -9 | 3 | 3
CC(C)C[C@H]1CNC(=O)C(=O)N1C[C@H](Cc1ccc(O)cc1)NC(=O)CC12CC3CC(CC(C3)C1)C2
 : -3 | -4 | 0 | -1 | -4 | 4 | · | 3 | 0 | 5
O=C(NNC(=S)Nc1ccccc1)c1cccnc1
 : -4 | -3 | 0 | 2 | 1 | -1 | 0 | -1 | 1 | 1
O=C(O)CCC(=O)Nc1ccc(Sc2ccc([N+](=O)[O-])cc2)cc1
 : 10 | 0 | 2 | 10 | 4 | 3 | -8 | -2 | 2 | -2
O=C(Nc1cccnc1Cl)C1=NN(c2ccccc2)C(=O)CC1
 : 0 | -1 | -2 | 1 | -7 | 0 | 2 | -2 | 2 | -1
CCN(C(=O)COC(=O)c1ccc2ccccc2c1)c1c(N)n(Cc2ccccc2)c(=O)[nH]c1=O
 : -10 | -6 | 6 | -1 | 0 | 2 | 4 | 6 | -8 | -1
Cc1ccc(NC(=O)Cn2nnc3ccccc3c2=O)cc1C
 : -5 | -2 | -2 | 3 | 5 | 2 | -1 | -3 | -2 | 1
Cc1ccc(C(=O)N/C(=C/c2ccco2)C(=O)NC2CCS(=O)(=O)C2)cc1 (stereo unspecified)
 : -3 | 0 | -2 | 0 | -4 | -3 | 13 | 5 | -3 | -3
COC(=O)N/N=C(\C)c1cccs1
 : -6 | -16 | 3 | -3 | 4 | 4 | -17 | -14 | 8 | 3
COCCn1c(Cc2ccccc2)nnc1SCC(=O)N1CCCCC1C (stereo unspecified)
 : 1 | 1 | -6 | -8 | 1 | 0 | 6 | 5 | 0 | -2
COc1ccc(C(=O)C2CCN(CC(=O)Nc3ccc(C)cc3)CC2)cc1
 : 12 | 4 | -5 | -3 | -4 | 0 | -10 | 4 | 1 | 0
CCOC(=O)C1(Cc2ccc(Cl)cc2)CCN(C(=O)c2cc(C)nc(C)n2)CC1
 : -1 | -3 | -5 | -12 | 1 | 1 | 6 | 10 | 2 | -1
CCOC(=O)CNC=C(C(=O)OCC)C(=O)OCC
 : 7 | -5 | 2 | -3 | 1 | 6 | 1 | -3 | 3 | 4
O=C(NNC(=O)c1cc(-c2cccnc2)nc2ccccc12)Nc1ccc(Cl)cc1
 : -9 | -17 | -2 | 23 | 5 | -2 | -31 | 4 | -2 | 1
O=C1C=C(c2ccccc2)CC(/C=C/c2ccccc2)C1 (stereo unspecified)
 : 0 | -11 | 4 | -4 | 1 | -2 | -27 | 4 | -1 | 1
Cc1cc(C)nc(Nc2nc(C(N)c3ccccc3)cs2)n1 (stereo unspecified)
 : -6 | 15 | 4 | 9 | 2 | -7 | · | -9 | 2 | -2
CCOC(=O)CN1C(=O)CSc2ccccc21
 : 0 | -1 | 0 | 1 | -3 | -4 | -1 | 1 | 0 | 5
COc1ccc(NC(=O)c2cc(C3CCCCN3C(=O)c3ccccc3)on2)c(C)c1 (stereo unspecified)
 : -4 | -7 | 4 | 0 | -2 | 0 | · | -7 | 0 | -1
COc1ccc(CN(C)C(=O)c2cc(-c3ccc(OC)c(OC)c3)nc3ccccc23)c(OC)c1
 : -3 | 0 | 0 | 0 | 10 | 2 | -28 | 2 | 3 | 6
O=C(Nc1ccc2c(c1)OCCO2)C1c2ccccc2C(=O)N2CCc3ccccc3C12 (stereo unspecified)
 : 1 | 2 | -2 | 4 | -2 | 0 | -1 | 1 | -1 | -5
COC(=O)c1ccc(N2C(=O)c3cc(N4CCOCC4)c([N+](=O)[O-])cc3C2=O)cc1
 : 1 | -1 | -1 | 3 | -2 | 0 | 3 | -1 | -3 | -3
O=C(NNC(=O)c1cc(-c2ccc(Br)cc2)nc2ccccc12)c1csc(N2CCOCC2)n1
 : -42 | -18 | 0 | 21 | -4 | -1 | 5 | -2 | 4 | 1
CCOC(=O)CSc1nc2c(sc(=S)n2-c2ccccc2)c(=O)[nH]1
 : 2 | 3 | -3 | 26 | -2 | 1 | 6 | -4 | 1 | -1
CCN(CC)c1ccc(C(=O)OCC(=O)NCC2CCCO2)cc1 (stereo unspecified)
 : -5 | -4 | -3 | -7 | 5 | 1 | 3 | -4 | 5 | -4
Cc1cccc(NS(=O)(=O)c2ccc(C)c(C(=O)N(C)C)c2)c1
 : 2 | -3 | -6 | 2 | -7 | -1 | -5 | 1 | -1 | 2
Cc1ccc(CNC(=O)COC(=O)C2CC2)cc1
 : -1 | 4 | -2 | 0 | -3 | 2 | 4 | 1 | -1 | 2

Rewritten bar-delimited: 2 of the compounds above.
Molecule | SIAE primary | mABHD4 FP | MBD2 inh | rCAG RNA binder | GC-B act | UHRF1 binding | HTRA1 inh | TCR CD3 inh | PRMT1 FP inh | GC-A act
O=C(Nc1cccnc1Cl)C1=NN(c2ccccc2)C(=O)CC1 | 0 | -1 | -2 | 1 | -7 | 0 | 2 | -2 | 2 | -1
CCN(C(=O)COC(=O)c1ccc2ccccc2c1)c1c(N)n(Cc2ccccc2)c(=O)[nH]c1=O | -10 | -6 | 6 | -1 | 0 | 2 | 4 | 6 | -8 | -1

More compounds.
Below each SMILES: SIAE primary | mABHD4 FP | MBD2 inh | rCAG RNA binder | GC-B act | UHRF1 binding | HTRA1 inh | TCR CD3 inh | PRMT1 FP inh | GC-A act
CCCN(CC(=O)Nc1ccc(C)cc1Br)CC(=O)Nc1ccc(F)c(F)c1F
 : -1 | 5 | 1 | -4 | -3 | 2 | -33 | -3 | 2 | 2
O=c1c2ccccc2nc(/C=C/c2cccnc2)n1CCc1ccccc1
 : -5 | -3 | -2 | 2 | 0 | 7 | -19 | 7 | 10 | -1
Cc1cc(C)n2cc(CSC3=NCCS3)nc2n1
 : -3 | -7 | -1 | 4 | 0 | 5 | -1 | 4 | 2 | 0
COC(=O)C1CSC(C(=O)OC)N1C(=O)Nc1ccc(Cl)cc1 (stereo unspecified)
 : -3 | 4 | -3 | -1 | 5 | -2 | 6 | 0 | -1 | 2
COc1ccc(CNC(=O)c2ccc(NC(=O)CC3SC(N4CCCCC4)=NC3=O)cc2)cc1 (stereo unspecified)
 : 2 | 0 | -2 | -2 | 0 | 0 | -11 | 7 | -1 | -1
CSc1cccc(NC(=S)N2CCCN(Cc3cccc(Cl)c3)C2)c1
 : -11 | 0 | 4 | 9 | -7 | 3 | -11 | -8 | 6 | -10
CC1C(=O)C(C)C(c2cccs2)NC1c1cccs1 (stereo unspecified)
 : 3 | -3 | -4 | -2 | -7 | 4 | -4 | -8 | 2 | -9
CCCCC(=O)N1CCN(C(=O)c2ccc3nc(C)n(C4CCCC4)c3c2)CC1
 : 8 | 2 | 5 | -2 | -7 | 2 | · | · | -1 | -3
CCOC(=O)c1c(NC(=O)CSc2nnnn2C)sc(C)c1-c1ccc(C)cc1
 : -13 | -24 | 9 | 3 | -1 | 2 | -42 | -8 | 1 | 0
Cc1cc(Br)c(NC(=O)C(C)Sc2nnnn2C)c(Br)c1 (stereo unspecified)
 : -2 | -12 | 10 | 5 | -2 | 3 | 1 | 2 | 5 | 1
Cc1ccc(N/N=C2\COC(C)(C)CC2=O)cc1
 : -1 | 0 | 0 | -2 | 9 | 3 | 3 | -6 | -2 | 1
Cc1nc(OCC(=O)c2ccc(Cl)cc2)c(C#N)c2c1COC(C)(C)C2
 : 4 | 5 | 0 | 2 | -2 | -1 | 0 | 0 | 1 | 16
O=C(Nc1cnc2sccn2c1=O)c1ccc(Cl)cc1Cl
 : 1 | 0 | 5 | -4 | -9 | 3 | 1 | 2 | -1 | 5
Cc1[nH]n(C)c(=O)c1[N+](=O)[O-]
 : 1 | 3 | 3 | 0 | 2 | -1 | 3 | 11 | -2 | 0
COc1cccc(C2CCCN2Cc2nc(CCC(C)C)no2)c1 (stereo unspecified)
 : -5 | -1 | 2 | -8 | 3 | 1 | -7 | -2 | 1 | 0
COCCN(C(=O)CSc1nnc(-c2ccco2)n1C)c1c(N)n(CC(C)C)c(=O)[nH]c1=O
 : 5 | 0 | 1 | -2 | 3 | -1 | 1 | 2 | -1 | 3
O=C(NC(CC(=O)N1CCN(c2ccccc2)CC1)c1ccccc1)c1ccccc1 (stereo unspecified)
 : -1 | 3 | 0 | 1 | 6 | 1 | -2 | 5 | 1 | -1
CC(=O)NC(CC(C)C)C(=O)O (stereo unspecified)
 : 3 | 4 | 2 | 0 | -2 | 2 | 6 | -5 | 3 | 5
Cc1cc(=O)[nH]c2c1c(C)nn2C1CCOC(C)(C)C1 (stereo unspecified)
 : 7 | 4 | 2 | 0 | -2 | -2 | -5 | 0 | 0 | 2
COc1ccc(NC(=O)C2c3cc(OC)c(OC)cc3C(=O)N(C)C2c2cccnc2)cc1OC (stereo unspecified)
 : 1 | -5 | 0 | -4 | 0 | 1 | 2 | 14 | 0 | 2
COc1cccc(CNc2nc3nc4c(c(=O)n3[nH]2)CCC4)c1
 : -1 | 2 | 1 | 1 | 6 | 0 | -2 | -4 | -3 | -3
COC(=O)CNC(=O)C12CC3CC(C1)CC(c1ccc(C)cc1)(C3)C2
 : 2 | -1 | -1 | -5 | -1 | 2 | -2 | 0 | 2 | -9
COc1ccc2ccccc2c1CNCc1ccc(C)cc1
 : -3 | 10 | -1 | 10 | -15 | -1 | -8 | 5 | -2 | -18
CC(Sc1nnnn1C)C(=O)Nc1ccc(Oc2ccccc2)cc1 (stereo unspecified)
 : 0 | -7 | -2 | -4 | -5 | -1 | -14 | 2 | -1 | 3
CCOc1ccc(NC(=O)CN(C)C(=O)CSc2ccccc2)cc1OCC
 : 16 | -1 | -6 | -4 | -5 | -1 | 0 | -5 | 1 | -5

Complete entries as entered above. Order of values: SIAE primary, mABHD4 FP, MBD2 inh, rCAG RNA binder, GC-B act, UHRF1 binding, HTRA1 inh, TCR CD3 inh, PRMT1 FP inh, GC-A act
`CCCN(CC(=O)Nc1ccc(C)cc1Br)CC(=O)Nc1ccc(F)c(F)c1F` in the list: -1, 5, 1, -4, -3, 2, -33, -3, 2, 2
`Cc1cc(C)n2cc(CSC3=NCCS3)nc2n1` in the list: -3, -7, -1, 4, 0, 5, -1, 4, 2, 0

A portion of the library; the hit share may differ from the screen's.
